Screening results as filed in PubChem.
HCV inhibitor – HCV inhibition; Huh7.5.1 HCVcc-Cre infection, luciferase reporter, 44 h; Potency, µM (highest dose often 41.8 µM), for inactives: at the top dose activity change, negative = inhibition, usual class: inhibitors; actives 3.4% (n = 340,000); AID 651820; active means well fitted inhibition curve with a large enough effect; inconclusive means small, poorly fitted or top-dose-only effect, or another doubt; inactive means no such curve, though single readings can be large or run the other way
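Compounds are dispensed onto cells plated 4 h earlier at 1,000 per well, with HCVcc-Cre virus (about 0.5 moi) added next. Following 44 h of culture, luminescent signal is measured for 15 sec after 15 min with substrate at room temperature.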
Numbers without * were called inactive; ? = inconclusive; [ ] = dose if it differs, or a comment. On the % scale 0 is the no-effect control and ±100 the full control effect; potency means the concentration at half of the fitted maximal effect.

item	Compound	HCV inhibitor
1	O=C(Cc1ccc(Cl)cc1)OCC(=O)N1CCCCCC1	3%
2	O=C(COC(=O)Cn1cnc2ccccc2c1=O)Nc1ccccc1OC(F)F	5%
3	CC(Oc1ccccc1Cl)C(=O)Nc1ccc(S(=O)(=O)N2CCOCC2)cc1 (centres undefined)	-4%
4	Nc1nc(SCc2ccccc2)c2ncn(Cc3ccccc3)c2n1	?
5	Cc1noc(C)c1NC(=O)N(C)C[C@H]1Oc2c(NC(=O)Nc3ccc4c(c3)OCO4)cccc2C(=O)N([C@H](C)CO)C[C@@H]1C	-13%
6	CCc1cc2c(SCC(=O)NC3CC3)ncnc2s1	17%
7	O=c1[nH]c2cc(Cl)c(Br)cc2o1	30%
8	O=C(NCc1cc(C(F)(F)F)ccc1Cl)c1cccc2c1C(=O)c1ccc(N3CCOCC3)cc1S2(=O)=O	-2%
9	CC(C)CNC(=O)/C=C/C=C/c1ccc2c(c1)OCO2	-12%
10	O=C1NC(Cc2ccccc2)c2nc3cc(Cl)ccc3c(=O)n2-c2ccccc21 (centres undefined)	3.5µM*
11	COc1ccc(C(=O)NNC(=O)c2cc3ccccc3cc2O)cc1	?
12	Cc1ccc(C(=O)NCCCN2CCN(CCCNC(=O)c3ccc(C)cc3)CC2)cc1	-30%
13	COc1cc(C(=O)OCCNC(=O)c2cccnc2)cc(OC)c1OC	13%
14	c1ccc(-c2nnc(-c3ccccn3)nn2)nc1	?
15	c1ccc2c(c1)CCc1ccccc1C2=C1CCNCC1	-23%

item	Compound	HCV inhibitor
16	O=C(NNC(=S)NC(=O)c1ccc(F)cc1)c1ccncc1	10%
17	O=C(Nc1cccc(/C=C/c2ccccn2)c1)c1ccc(-n2cncn2)cc1	-10%
18	O=C(COC(=O)/C=C/c1cccc([N+](=O)[O-])c1)Nc1cccnc1Cl	1%
19	N=C1N(c2ccccc2)C(=S)C(=Nc2ccccc2)N1c1ccccc1	?
20	CC(=O)NC(CC(=O)OCC(=O)Nc1cc(S(=O)(=O)N2CCCCC2)ccc1C)c1ccccc1 (centres undefined)	-22%
21	CCOC(=O)C1(C(=O)OCC)NC(=O)CC1C(C)C (centres undefined)	4%
22	CC(C)NC(=O)N(C)C[C@H]1Oc2ccc(NS(=O)(=O)c3ccc(Cl)cc3)cc2CC(=O)N([C@@H](C)CO)C[C@@H]1C	27%
23	CC(=O)c1ccc(OC(C)C(=O)Nc2cccc(S(=O)(=O)NCc3ccco3)c2)cc1 (centres undefined)	?
24	CCC(C)Sc1cccc(-c2nc3cc(C)ccn3c2NC2CCCCC2)c1 (centres undefined)	?
25	Cc1cc(C2C(=O)NC(=O)C2=O)c(C)cc1Br (centres undefined)	-21%
26	COc1ccc(C(C)=O)cc1COC(=O)[C@H](Cc1ccccc1)NC(=O)c1ccco1	0%
27	C(C#CCN1CCOCC1)#CCN1CCOCC1	16%
28	C#CCOCCOCCOCCNc1nc(N2CCN(C(=O)[C@H](C)n3cc(CCC(=O)O)nn3)CC2)nc(N2CCN(C(=O)[C@H](CCCCN)n3cc(CCCC)nn3)CC2)n1	4%
29	C[C@]12CCC3C(CC[C@H]4C[C@@H](O)[C@H](O)C[C@]34C)C1CC[C@@H]2O (some centres undefined)	-11%
30	O=C(Nc1ccc(OC(F)(F)C(F)F)c(NC(=O)c2ccc(F)cc2)c1)c1ccc(F)cc1	?

item	Compound	HCV inhibitor
31	Cc1csc(SC(C)C(=O)Nc2ccc(F)cc2Cl)n1 (centres undefined)	?
32	CCCOC(=O)CC1C(=O)NCCN1Cc1ccccc1C (centres undefined)	11%
33	CN1CC2=CC(O)CC3Oc4c(O)ccc(c4[C@]23C)C1 (some centres undefined)	12%
34	O=[N+]([O-])c1ccccc1C=NNC(=S)NN=Cc1ccccc1[N+](=O)[O-]	?
35	CCN(c1ccccc1)S(=O)(=O)c1ccc(Cl)c(C(=O)NC2CCN(Cc3ccccc3)CC2)c1	?
36	COc1cc(C2C(c3ccccc3)C(c3cc(OC)cc(=O)o3)C2c2ccccc2)oc(=O)c1 (centres undefined)	10%
37	C#CCOCCOCCOCCNc1nc(N2CCN(C(=O)C([C@@H](C)CC)n3cc(C(N)COC(=O)C(F)(F)F)nn3)CC2)nc(N2CCN(C(=O)[C@H](Cc3cc4ccccc4[nH]3)n3cc(C(N)CO)nn3)CC2)n1 (some centres undefined)	8%
38	Cc1nc(NC(=O)COC(=O)CCc2ccccc2)c(Cl)cc1Cl	13%
39	O=C(NC(=S)Nc1ccccc1OC(F)F)c1ccc2c(c1)OCO2	?
40	O=C(/C=C/c1ccc([N+](=O)[O-])cc1)OCC(=O)c1ccc[nH]1	3%
41	Nc1c(N(CCC2=CCCCC2)C(=O)COc2ccc([N+](=O)[O-])cc2)c(=O)[nH]c(=O)n1Cc1ccccc1	?
42	O=C(O)CC1(CC(=O)O)Nc2ccccc2SC1=O	4%
43	CN(c1ccc(OCC(=O)OCC(=O)Nc2ccc([N+](=O)[O-])cc2)cc1)S(=O)(=O)c1cccs1	10%
44	Cc1csc(=O)n1CC(=O)Nc1ccc(S(C)(=O)=O)cc1	1%
45	COC(=O)c1ccc(CNC(=O)COC(=O)CCC(=O)c2ccc(F)cc2)cc1	35%[activator]

item	Compound	HCV inhibitor
46	Nc1nc(N)nc(-c2cccc(Br)c2)n1	3%
47	Cc1cn(CC(=O)NCCc2c[nH]c3ccccc23)c(=O)[nH]c1=O	7%
48	Cc1nc2nc(-c3cccs3)[nH]c2cc1Br	-24%
49	CC(C)C[C@H]1CNC(=S)N1CC1CCN(CCCCc2ccccc2)CC1	?
50	O=C(NCc1ccccc1Cl)c1cccc2c1C(=O)c1ccc(-c3ccc(OC(F)(F)F)cc3)cc1S2(=O)=O	-14%
51	Nc1nc2c(ccc3ccccc32)s1	?
52	O=C(O)C1C2CCC(O2)C1C(=O)Nc1ccc(Br)cc1F (centres undefined)	3%
53	O=C1c2ccccc2S(=O)(=O)c2cc(N3CCN(C(=O)c4ccccc4)CC3)ccc21	?
54	CCN(C[C@H]1N[C@@](C)(C(=O)OC)[C@H]2C(=O)N(C)C(=O)[C@@H]12)S(=O)(=O)c1ccccc1	0%
55	CCCCC1(C2CCCC2)NC(=O)NC1=O (centres undefined)	6%
56	C=CCCC1(C(C)C)C(=O)NC(=S)NC1=O	30%[activator]
57	C=CC(=O)Nc1cccc(N(C)c2ccnc(Nc3ccc(N4CCN(C)CC4)cc3)n2)c1	?
58	Cc1ccc(OCC(=O)Nc2ccc([N+](=O)[O-])cn2)cc1C	8%
59	Cc1ccc(N=C2N=C(N)c3ccccc32)cc1C	?
60	CC(C)CC1(C2CCCC2)NC(=O)NC1=O (centres undefined)	3%

item	Compound	HCV inhibitor
61	CN(C)C(=O)CCc1ccc2c3c([nH]c2c1)[C@]1(C)[C@@H](C(=O)N2CCOCC2)C[C@H](CC(=O)NC(C)(C)C)C(=O)N1CC3	2%
62	NN=C1c2ccccc2C(=O)C1C(=O)C(c1ccccc1)c1ccccc1 (centres undefined)	-21%
63	Cc1onc(-c2c(F)cccc2Cl)c1C(=O)Nc1cc(S(=O)(=O)N2CCCCC2)ccc1O	?
64	COc1cc(OC)cc(-c2c(C#Cc3ccsc3)c3cc(-c4cccc5[nH]cc(C=O)c45)ccc3n2C)c1	10µM*
65	CCOc1ccc(NC(=O)CN(C)C(=O)C2CC(=O)N(c3cccc(SC)c3)C2)cc1OCC (centres undefined)	-21%
66	Cc1nnc(NC(=O)C23CC4CC(C)(CC(C)(C4)C2)C3)s1	0%
67	Cc1ccc(S(=O)(=O)N2CCOCC2)cc1NC(=O)COC(=O)c1cncc(Br)c1	?
68	Cc1ccc(NC(=O)CN2C(=O)NC(C)(CC(C)C)C2=O)c(Br)c1 (centres undefined)	-2%
69	COC(=O)[C@H](C(C)C)N(Cc1ccccc1)S(=O)(=O)CCNC1CCCC1	?
70	Cc1ccc(NC(=O)COC(=O)CNC(=O)c2cccs2)cc1S(=O)(=O)N1CCOCC1	16%
71	O=C(NCc1ccc(F)cc1)c1cccc2c1C(=O)c1ccc(N3CCC(Cc4ccccc4)CC3)cc1S2(=O)=O	?
72	CC[C@@H](NC(=O)Cn1cc(C)c(=O)[nH]c1=O)c1ccccc1	45%[activator]
73	CCCCN(C(=O)c1cccc(S(=O)(=O)N(CC)c2ccccc2)c1)c1c(N)n(CC(C)C)c(=O)[nH]c1=O	9%
74	Cn1c(N)c(C(=O)COC(=O)c2ccc(-c3ccccc3)cc2)c(=O)n(C)c1=O	7%
75	O=C(C=P(c1ccccc1)(c1ccccc1)c1ccccc1)c1ccccc1-c1ccccc1C(=O)C=P(c1ccccc1)(c1ccccc1)c1ccccc1	?

4 of the compounds above, with each value named:
62: NN=C1c2ccccc2C(=O)C1C(=O)C(c1ccccc1)c1ccccc1 (centres undefined)
  HCV inhibitor: -21%
63: Cc1onc(-c2c(F)cccc2Cl)c1C(=O)Nc1cc(S(=O)(=O)N2CCCCC2)ccc1O
  HCV inhibitor: ?
64: COc1cc(OC)cc(-c2c(C#Cc3ccsc3)c3cc(-c4cccc5[nH]cc(C=O)c45)ccc3n2C)c1
  HCV inhibitor: 10µM*
65: CCOc1ccc(NC(=O)CN(C)C(=O)C2CC(=O)N(c3cccc(SC)c3)C2)cc1OCC (centres undefined)
  HCV inhibitor: -21%

The listing continues.
item	Compound	HCV inhibitor
76	CCCCCCC(=O)O	6%
77	Cc1ccc2c(c1)C(=O)C(=O)N2Cc1ccccc1	-13%
78	CC(=O)c1ccc(OCCCC(=O)Nc2cccc(S(=O)(=O)N3CCOCC3)c2)cc1	?
79	CN(C(=O)COn1nnc2ccc(Cl)cc21)C1CCS(=O)(=O)C1 (centres undefined)	6%
80	C#CCNC(=O)C1=C[C@@H](c2ccc3c(c2)OCO3)C[C@@H](OCc2ccc(CO)cc2)O1	-5%
81	CC12C=CC(=O)C=C1CCC1C2C(=O)CC2(C)C1CCC2(O)C(=O)CO (centres undefined)	4%
82	COCCCNC(=O)C[C@H]1C[C@H](C(=O)N2CCOCC2)[C@@]2(CCC3CCCC3)c3[nH]c4ccc(Cl)cc4c3CCN2C1=O	8%
83	CN(CC(=O)Nc1ccccc1Br)C(=O)c1cccc(S(=O)(=O)N2CCc3ccccc32)c1	?
84	COc1ccc(S(=O)(=O)N2CCOCC2)cc1C(=O)NCC(c1ccccc1)c1ccccc1	?
85	Cc1cccc(C)c1C(=NCCN(C)C)c1ccccc1	7%
86	COc1ccc(S(=O)(=O)Nc2cccc3c2O[C@H](CN(C)Cc2ccc(Cl)c(Cl)c2)[C@@H](C)CN([C@H](C)CO)C3=O)cc1	-5%
87	O=C(c1ccccc1)C(CN1CCCCC1)c1ccccc1 (centres undefined)	?
88	N/C(=N\OC(=O)c1ccccc1)C(C(=O)NOC(=O)c1ccccc1)C1CCCCC1 (centres undefined)	-1%
89	COc1ccc2[nH]c3c(c2c1)CCN1C(=O)C(CC(=O)NCCC2=CCCCC2)C[C@H](C(=O)N2CCOCC2)[C@@]31C (some centres undefined)	?
90	COc1ccc(S(=O)(=O)N2CCOCC2)cc1NC(=O)CN1C(=O)CN(C)C1=O	12%

item	Compound	HCV inhibitor
91	O=C(NC(=S)Nc1ccc(O)cc1)c1cncc(Br)c1	-5%
92	C=CC[C@H](CC(=O)NCCO)C(=O)NC[C@@H](OC(=O)[C@@H](CC=C)Cc1ccc(F)cc1)c1ccccc1	-26%
93	Cc1cnc(C(=O)OCC(=O)N2CC(C)CC(C)C2)cn1 (centres undefined)	-8%
94	Cc1c(C(=O)OCC(=O)N2CCN(c3ccccc3)CC2)oc2ccccc12	-28%
95	COc1ccc(S(=O)(=O)Nc2ccc3c(c2)C(=O)N([C@H](C)CO)C[C@H](C)[C@@H](CN(C)C(=O)Nc2ccccc2)O3)cc1	-1%
96	Cc1cc(=O)[nH]c(NN=C2CCCCC2C)n1 (centres undefined)	22%
97	COC(=O)[C@@]1(C)[C@H]2C(=O)N(Cc3ccccc3)C(=O)[C@H]2[C@H]2CN=C(SCc3ccccc3)N21	?
98	C[C@H](CO)N1C[C@H](C)[C@@H](CN(C)C)Oc2c(NC(=O)Cc3ccccc3)cccc2C1=O	0.56µM*
99	CCCCN1C(=O)CC(SC2CC(=O)N(CCCC)C2=O)C1=O (centres undefined)	-10%
100	O=CN1CCN(C(C(=O)NC2CCCCC2)c2ccc(Cl)cc2)CC1 (centres undefined)	11%
101	CC(C)CNC(=O)C(=O)NC1CCCC1	-4%
102	COc1ccc2c(C)cc(SCC(=O)NC3CCCC3)nc2c1	-15%
103	COc1ccc2c(ccc[n+]2[O-])c1	15%
104	Cn1c(N)c(C(=O)CSc2nnc3n2CCCCC3)c(=O)n(C)c1=O	-3%
105	NC(=O)NN=C1CC2CC1C1C=CCC21 (centres undefined)	-7%

Rewritten field by field: part of the list above
103. COc1ccc2c(ccc[n+]2[O-])c1
  HCV inhibitor: 15%

104. Cn1c(N)c(C(=O)CSc2nnc3n2CCCCC3)c(=O)n(C)c1=O
  HCV inhibitor: -3%

105. NC(=O)NN=C1CC2CC1C1C=CCC21 (centres undefined)
  HCV inhibitor: -7%

(further entries)
item	Compound	HCV inhibitor
106	CCCCNc1c(-c2ccc(Sc3ccc(OC)cc3)cc2)nc2cc(C)ccn12	10µM*
107	Nc1ccccc1C#Cc1ccc2[nH]ccc2c1	6%
108	O=C(NCc1cccs1)C1CC(=O)N(Cc2ccccc2)C1 (centres undefined)	-7%
109	COc1cccc(OCC(=O)NCC2CCCO2)c1 (centres undefined)	0%

These rows are one share of the data. The share of hits here may be higher or lower than overall.
